Screening data: PubChem BioAssay, several laboratories
MEP2 TOR yeast – modulators of TOR pathway MEP2-GFP in S. cerevisiae; S. cerevisiae MEP2-GFP strain, flow cytometry GFP, 3 h; 100% = DMSO control level; GFP response vs DMSO, % at 10 µM; 330,000 compounds, 0.51% hits; AID 2016;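 active = GFP response versus DMSO above a set limit, roughly screen mean plus 3 SD, cut at about 180% in these data; inconclusive = fewer than 70 cells counted for a yeast strain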;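 note: median GFP fluorescence of the barcode-gated MEP2-GFP cells per well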
ZTA DNA inh – counter-screen for EBNA-1 inhibitors: inhibitors of Epstein-Barr virus ZTA; ZTA-DNA binding, fluorescence polarization; 320,000 compounds, 0.15% hits; inhibition, % at 11 µM; P03206; in the data active = inhibition above about 33%
EBNA-1 inhibitor – blocks EBNA-1 binding to DNA | AID 1950 | 300,000 compounds, 0.34% hits | EBNA-1 DNA binding, fluorescence polarization | inhibition, % at 14.8 µM; in the data active = inhibition above about 28%
RPL19A TOR yeast – alters RPL19A-GFP fluorescence in TOR pathway yeast screen | S. cerevisiae RPL19A-GFP strain, flow cytometry, 3 h; hits give low values | percent response vs DMSO, % at 10 µM | 330,000 compounds, 0.3% hits;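 active = percent response vs DMSO below 50%; inconclusive = fewer than 70 events counted for the yeast strain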;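 note: median channel GFP fluorescence of the barcoded RPL19A-GFP strain; ratio of sample median GFP to plate DMSO average so 100% = DMSO; lower means less RPL19A-GFP as with rapamycin TOR inhibition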
AHR act – human AHR activation. 320,000 compounds, 2.5% hits. activation, % at 5 µM. AID 2796. AHR-responsive luciferase reporter cells, luminescence. P35869; in the data active = activation above about 47%;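 note: 0% = vehicle wells and 100% = reference agonist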
proCasp7 act – activates human procaspase-7, counter-screen for procaspase-3 activators; recombinant procaspase-7, Ac-DEVD-pNA absorbance 405 nm; D23A/D198A/D206A triple mutant, cannot self-cleave; scale: DMSO 0, 5 µM enzyme 100; P55210; 330,000 compounds, 0.093% hits; activation, % at 8.5 µM; AID 463210;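 active = percent activation above the screen-wide mean plus 3 SD, cut at about 25% in these data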
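Test system: Procaspase-7 triple mutant (PC-7 D3A). Also added: Ac-DEVD-pNA substrate, 400 µM as added. Schedule: 1 h enzyme–compound preincubation and 2 h substrate reaction, both 25 °C. Signal: p-Nitroaniline absorbance at 405 nm, read at 0 and 120 min. Control set: low DMSO alone, high DMSO plus 5 µM PC-7.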
LAP4 TOR yeast – alters LAP4-GFP fluorescence in TOR pathway yeast screen; S. cerevisiae LAP4-GFP multiplex, flow cytometry GFP, 3 h; median GFP as percent of DMSO wells; GFP response vs DMSO, % at 10 µM; 320,000 compounds, 0.34% hits;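 active = GFP response vs DMSO above a set limit, about the screen mean plus 3 SD, cut at about 150% in these data; inconclusive = under 70 cell events counted for the yeast strain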
procasp3 activ – activates human procaspase-3; P42574; recombinant procaspase-3 D3A, Ac-DEVD-pNA absorbance 405 nm; activation, % at 8.5 µM; 330,000 compounds, 0.11% hits; AID 463141;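 active = activation above the mean of all tested compounds plus 3 SD, cut at about 21% in these data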;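 note: 0% = DMSO alone and 100% = DMSO wells spiked with extra 5 µM PC-3 D3A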
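Test system: Procaspase-3 D3A mutant; medium: Zinc-free HEPES/NaCl buffer with 0.01% Triton X-100 at pH 7.4; reagent: DEVD-pNA substrate; doses: one concentration, 8.5 µM nominal, 0.8% DMSO; times: 1 h preincubation plus 2 h reaction at 25 °C; signal: Epi-absorbance at 405 nm of released p-nitroaniline, 0 and 120 min; replicates: singlicate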
* marks the source's active call; other numbers are inactive results; ? = inconclusive; / = no result given. Rows are unselected. About 3.8% of those tested had a hit in this group.

SMILES	MEP2 TOR yeast	ZTA DNA inh	EBNA-1 inhibitor	RPL19A TOR yeast	AHR act	proCasp7 act	LAP4 TOR yeast	procasp3 activ
CCc1ccccc1NC(=O)c1ccc(NCCc2ccccc2)c([N+](=O)[O-])c1	101.2	3.7	6.8	101.8	1.5	1.6	85.1	2.0
O=C(O)CNS(=O)(=O)c1ccc2[nH]c(=O)c(=O)[nH]c2c1	111.8	5.4	-0.8	129.8	1.4	-2.6	113.6	0.3
N/C(=N\OC(=O)c1cc(Br)ccc1Cl)c1ccccn1	104.5	2.0	-12.2	89.4	108.3*	1.7	207.8*	-4.7
Cn1c(=O)n(C)c2cc(/C=N/NC(=O)c3cc4cc(Br)ccc4o3)ccc21	93.5	-5.0	-1.5	90.9	4.2	-26.6	97.3	-13.9
Cc1c(CNC(=O)C2CC2)c(-n2cccc2)n(Cc2ccccc2)c1C	91.2	3.4	7.3	93.8	1.4	-12.0	?	-4.8
COc1ccc([C@@H]2[C@@H]3C(=O)N(C(C)(C)C)C(=O)[C@@H]3[C@]3(C)C(=O)N(c4ccccc4)C(=O)N23)cc1	99.8	4.0	-1.2	111.7	-2.2	2.4	104.5	-0.3
COCCN(C(=O)COC(=O)c1cc2ccccc2cc1OC)c1c(N)n(Cc2ccccc2)c(=O)[nH]c1=O	93.8	-9.1	-3.5	100.1	6.8	5.7	115.8	10.3
COc1ccccc1N1CC(O)=C(c2nc3ccccc3c(=O)[nH]2)C1=N	104.1	5.6	-0.3	101.1	10.9	7.8	100.4	-2.1
CCOC(=O)C1CCN(c2cc3c(cc2NC(=O)c2ccccc2Br)n(C)c(=O)n3C)CC1	100.8	-15.6	-3.1	96.9	1.8	-0.6	94.6	0.1
Cc1ccccc1-c1nc(Cc2ccc(Cl)cc2)no1	101.3	19.8	3.5	95.5	-6.8	1.7	92.1	3.7
Fc1ccc(-c2c[nH]c(=S)n2Cc2ccccc2)cc1	107.3	-3.7	-12.1	99.1	2.5	-35.3	88.7	-16.1
O=C(O)c1cccc2c1C(=O)c1ccc(-c3ccc(F)cc3F)cc1S2(=O)=O	98.5	-6.5	/	98.3	0.8	7.2	106.8	-4.1
Cc1ccccc1CN1CCNC1=O	109.8	-1.6	-3.9	105.1	2.5	-11.9	109.7	2.9
COC(=O)c1ccc(CNC(=O)COC(=O)/C=C/c2ccc(O)c(OC)c2)cc1	115.5	/	/	102.7	0.5	2.7	100.2	10.2
COC(=O)c1ccccc1NC(=S)N(Cc1ccc2c(c1)OCO2)Cc1cc2ccc(C)cc2[nH]c1=O	103.7	-4.8	1.8	103.1	33.6	-6.6	97.4	1.4
O=C(CNC(=O)N1CC(=O)Nc2ccccc21)NCc1ccc(Cl)cc1	104.7	8.3	-8.4	97.9	-0.1	8.8	98.9	4.8
CC1Sc2ccc(S(=O)(=O)NCCc3ccccc3)cc2NC1=O (stereo unspecified)	92.6	-9.9	-2.7	98.8	4.1	5.0	99.0	5.6
CCn1c(O)c(C=C2N=c3ccccc3=N2)sc1=S	97.7	8.6	4.2	94.5	12.0	-26.4	109.9	-4.2
Cc1ccc(NS(=O)(=O)c2cc(NC(=O)c3cc4c(s3)CCCC4)ccc2C)c(C)c1	105.3	2.0	3.5	109.4	9.4	0.4	96.3	6.9
COc1cc2c(cc1OC)CN(Cc1ccc(C)cc1)CC2	105.0	-12.4	-1.6	97.8	1.2	1.4	89.0	-1.0
O=C(NC1(C(F)(F)F)C(=O)Nc2c1c(=O)[nH]c(=O)n2Cc1ccccc1)c1ccc(Cl)cc1 (stereo unspecified)	101.2	-11.9	3.6	99.4	1.5	0.5	92.4	-1.1
Cc1ccc(NC(=O)c2ccccc2)cc1-n1cnnn1	95.6	7.0	-7.2	101.8	13.2	9.8	109.0	5.1
CCOC(=O)c1c(/N=C/C2C(=O)CCCC2=O)sc(C)c1C	91.5	-3.1	1.4	100.1	-0.9	-6.3	87.8	-5.9
Cc1ccc(SCC(=O)Nc2ccc(-c3nc4ccccc4[nH]3)cc2)cc1	94.1	-0.3	3.3	100.2	15.7	-3.8	90.4	-2.0
N=C(CC1CC(=O)NC(=O)C1)C1=C(O)CCCC1=O	108.6	2.2	-3.7	106.8	-0.4	-0.5	105.2	-4.7
CN1CCCC1CCNc1ccc2sc3ccccc3c(=O)c2c1 (stereo unspecified)	110.7	-2.6	-7.1	93.3	-4.1	7.8	136.2	-1.4
CCN1CCc2c(sc(NC(=O)C3CCCCC3)c2C(=O)OC)C1	96.7	2.9	-20.9	103.6	5.9	-3.4	111.9	-1.5
O=C(Cc1ccccc1)NNC1CC(=O)N(c2ccc(Br)cc2)C1=O (stereo unspecified)	102.8	1.3	0.6	101.3	3.5	-2.2	97.7	-0.7
COc1ccc(C(=O)N2CC(=O)N(CCc3ccccc3)C(=O)C2)cc1OC	106.7	12.1	-7.7	101.5	21.9	16.1	94.7	-4.7
COc1ccc(C2Nc3cccc4cccc(c34)N2)cc1Br	107.7	-1.5	-13.4	96.1	15.6	-2.3	120.3	3.1
CC1=C(C#N)C(NC(=O)c2ccccc2Cl)(C(F)(F)F)C(=O)N1 (stereo unspecified)	95.7	3.2	-3.3	104.7	-2.0	-6.2	78.3	-0.4
COc1ccccc1/C=C(/C(=O)OCC(=O)Nc1ccccc1C)c1ccccc1	107.8	3.5	2.0	107.6	-2.3	8.8	107.9	-7.0
COc1cc2c(=O)n(CCC(=O)NCC3CCCO3)c(=O)n(CC(=O)Nc3ccc(C)cc3)c2cc1OC (stereo unspecified)	104.5	2.9	2.2	102.6	1.2	2.3	95.3	3.7
COCc1cc(C)nc(SCC(=O)NC2CCCCC2C)c1C#N (stereo unspecified)	109.6	4.5	-2.5	105.3	2.4	7.9	97.7	-1.6
CC1Cc2nc(SCC(=O)NCc3ccco3)n(-c3ccccc3)c(=O)c2S1 (stereo unspecified)	108.1	7.6	10.2	96.3	1.0	-5.4	99.1	5.9
COc1cccc(/C=N/NC(=O)c2ccccc2)c1OS(=O)(=O)c1ccccc1	113.5	-18.6	-1.5	104.5	36.2	0.1	90.7	11.6

Next section; it opens with the four that closed the last part.
SMILES	MEP2 TOR yeast	ZTA DNA inh	EBNA-1 inhibitor	RPL19A TOR yeast	AHR act	proCasp7 act	LAP4 TOR yeast	procasp3 activ
COc1cc2c(=O)n(CCC(=O)NCC3CCCO3)c(=O)n(CC(=O)Nc3ccc(C)cc3)c2cc1OC (stereo unspecified)	104.5	2.9	2.2	102.6	1.2	2.3	95.3	3.7
COCc1cc(C)nc(SCC(=O)NC2CCCCC2C)c1C#N (stereo unspecified)	109.6	4.5	-2.5	105.3	2.4	7.9	97.7	-1.6
CC1Cc2nc(SCC(=O)NCc3ccco3)n(-c3ccccc3)c(=O)c2S1 (stereo unspecified)	108.1	7.6	10.2	96.3	1.0	-5.4	99.1	5.9
COc1cccc(/C=N/NC(=O)c2ccccc2)c1OS(=O)(=O)c1ccccc1	113.5	-18.6	-1.5	104.5	36.2	0.1	90.7	11.6
Cn1nc(C(=O)OCC(=O)Nc2ccccc2OC(F)F)c2ccccc2c1=O	109.1	/	/	112.9	13.8	-7.0	113.3	-2.7
Cc1ccccc1NC(=O)c1c(C)cc(=O)oc1C	94.2	3.8	16.5	93.9	0.3	5.2	102.6	7.3
O=c1cc(CSc2ccc(Cl)cc2)nc2nc[nH]n12	99.0	10.3	-3.9	99.1	4.1	2.0	93.0	6.1
COc1ccccc1C1(CC(=O)N2CCCCC2)CCOC(C(C)C)C1 (stereo unspecified)	98.0	2.4	4.5	99.4	1.1	0.5	97.5	0.7
COc1ccc(C(=O)Oc2ccc(C(=S)N3CCCC3)cc2)cc1OC	114.6	9.7	-1.1	100.3	-1.1	8.2	100.3	-0.7
CC(=O)NC(Cc1cc(C)ccc1C)C(=O)N1CCN(C(=O)Nc2ccc(C(C)=O)cc2)CC1 (stereo unspecified)	107.3	0.9	-9.1	101.8	1.6	1.6	103.2	-0.1
N#CCCN(Cc1cccnc1)S(=O)(=O)c1ccc(S(=O)(=O)N2CCCCCC2)cc1	104.3	2.1	11.6	98.8	-1.5	-3.1	98.2	4.6
CCSc1nnc(NC(=O)C2CCCN(S(=O)(=O)c3cnc[nH]3)C2)s1 (stereo unspecified)	101.0	-18.8	9.5	100.1	3.0	5.7	94.2	-0.5
C=CCn1c(SCC(=O)c2ccc(O)c(O)c2)nnc1-c1cccc(OC)c1	84.8	-13.9	/	92.8	2.1	-4.1	98.7	-5.8
Cc1c(C(=O)O)c(C(=O)O)c2n1CCS2	104.3	-13.9	-2.7	98.3	0.3	-4.5	129.3	-5.6
Cc1ccc2cc(CN(Cc3ccco3)C(=O)c3ccccc3)c(=O)[nH]c2c1C	101.0	-19.6	-6.5	97.8	2.8	7.6	100.6	0.5
CCOC(=O)c1cc(C)nc(N2CCCCC2)c1C#N	85.5	-0.9	-4.5	93.2	3.0	3.5	127.9	1.1
O=C(NNC(=O)c1ccccc1Cl)c1ccccc1Cl	107.3	2.8	1.0	105.0	0.6	5.1	/	4.3
CCOc1ccc(C(CC(=O)O)NC(=O)C23CC4CC(CC(C4)C2)C3)cc1OC (stereo unspecified)	99.3	-7.9	6.9	102.3	-2.0	-0.1	107.8	-2.7
Cc1cc(-c2nn(-c3ccccc3F)cc2CN2CCC(C(N)=O)CC2)c(C)s1	104.0	5.1	-2.2	97.2	3.9	5.4	110.1	3.9
CCOC(=O)C1=C(C)N=C(SC)N(C)C1c1ccccc1 (stereo unspecified)	109.3	-22.6	-2.0	110.0	1.0	-14.1	110.3	-12.8
O=C(Cc1ccc(F)cc1)NC1CCSC1=O (stereo unspecified)	102.7	12.2	-2.1	97.6	-2.3	-4.0	107.8	-3.4
O=S(=O)(Nc1ccccc1N1CCOCC1)c1ccc(Cl)cc1	88.2	5.6	/	90.0	0.8	6.3	95.8	7.3
Cc1cccnc1NC(=O)C(c1ccccc1)c1ccccc1	100.5	-2.5	-0.8	93.1	1.9	-1.4	101.0	2.2
S=c1[nH]nc(-c2cccs2)n1/N=C/c1cccs1	90.0	2.0	-1.7	97.6	10.4	-30.6	107.1	-4.2
COc1ccc(CCNc2cc(N3CCN(C(=O)c4ccc(C)cc4)CC3)ccc2[N+](=O)[O-])cc1OC	106.1	3.0	5.8	100.8	6.8	-5.5	95.0	-5.9
COc1ccc(O)c(CNc2ccccc2F)c1	90.3	-5.8	-4.2	95.4	1.7	1.6	113.5	-1.9
COc1cc(CCCN2C(=S)NC[C@@H]2CC2CCCCC2)cc(OC)c1OC	99.5	-5.8	-4.9	100.0	7.2	-7.2	97.6	4.2
CCCC(C1=C(O)CC(C)(C)CC1=O)C1C(=O)CC(C)(C)CC1=O (stereo unspecified)	107.0	-15.3	-4.5	102.1	0.5	-3.6	100.2	-13.1
COc1ccc(CN(CCc2ccccc2)Cc2ccccc2)cc1OC	100.9	-0.9	-0.3	102.6	2.6	-13.3	83.5	-8.3
O=C(Nc1ccccc1)N1CCC(=S)Nc2ccccc21	101.0	13.6	4.3	96.0	0.2	5.0	98.8	-8.0
CCCCN(Cc1cc2cc(OC)ccc2[nH]c1=O)C(=O)COc1ccccc1	100.0	-0.4	-6.8	93.7	-1.8	9.8	90.5	-3.2
